GluA2 TARP mod = modulators of GluA2-stargazin AMPA receptor complexes, primary screen, cell-based, membrane potential dye; 3.5% of 40,000 active; HEK293 GluA2+stargazin, membrane potential dye (FDSS), glutamate EC50; hits were called plate by plate, in both directions; AID 1259245, 2017; calls only at 30 µM; Voltage-dependent calcium channel gamma-2 subunit (Mus musculus) + Glutamate receptor 2 …;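 active = any of four per-well response measures lying three or more SD from its plate-wide compound average, in either direction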
Target sequence (O88602 whole entry, looked up): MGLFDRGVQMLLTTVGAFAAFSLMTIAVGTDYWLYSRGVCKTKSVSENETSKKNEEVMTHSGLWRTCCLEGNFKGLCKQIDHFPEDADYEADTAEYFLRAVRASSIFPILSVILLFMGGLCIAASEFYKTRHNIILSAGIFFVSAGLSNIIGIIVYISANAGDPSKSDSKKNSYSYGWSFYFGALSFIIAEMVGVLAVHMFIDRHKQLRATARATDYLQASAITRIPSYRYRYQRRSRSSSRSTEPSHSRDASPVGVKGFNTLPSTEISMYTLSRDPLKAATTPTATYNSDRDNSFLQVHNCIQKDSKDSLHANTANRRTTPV
Target sequence (P19491 whole entry, looked up): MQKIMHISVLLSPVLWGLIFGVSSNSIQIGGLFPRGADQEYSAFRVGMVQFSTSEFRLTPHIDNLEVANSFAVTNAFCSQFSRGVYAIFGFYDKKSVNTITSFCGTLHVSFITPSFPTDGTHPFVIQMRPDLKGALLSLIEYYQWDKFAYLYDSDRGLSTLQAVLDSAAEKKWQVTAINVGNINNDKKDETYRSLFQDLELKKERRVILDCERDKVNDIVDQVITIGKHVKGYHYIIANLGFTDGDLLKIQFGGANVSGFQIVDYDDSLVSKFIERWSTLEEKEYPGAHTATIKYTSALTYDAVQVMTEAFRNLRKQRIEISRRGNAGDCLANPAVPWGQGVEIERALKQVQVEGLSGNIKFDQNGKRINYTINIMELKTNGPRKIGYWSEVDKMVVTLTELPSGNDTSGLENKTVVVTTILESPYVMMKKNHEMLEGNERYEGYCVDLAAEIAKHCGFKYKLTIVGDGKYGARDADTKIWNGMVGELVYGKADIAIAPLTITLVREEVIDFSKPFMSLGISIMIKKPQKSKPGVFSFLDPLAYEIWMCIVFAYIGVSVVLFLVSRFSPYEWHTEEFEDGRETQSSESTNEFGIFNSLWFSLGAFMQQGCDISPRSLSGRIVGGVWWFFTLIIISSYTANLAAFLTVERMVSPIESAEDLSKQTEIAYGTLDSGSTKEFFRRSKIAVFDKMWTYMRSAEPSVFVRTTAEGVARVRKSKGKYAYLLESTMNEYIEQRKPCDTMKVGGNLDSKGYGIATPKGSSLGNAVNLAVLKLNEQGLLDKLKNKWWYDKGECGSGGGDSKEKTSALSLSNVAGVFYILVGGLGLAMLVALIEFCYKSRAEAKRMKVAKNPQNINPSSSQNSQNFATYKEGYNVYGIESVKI
GluA2 TARP mod agonism max-min = also measured in GluA2 TARP mod; calls as there; compound max-min signal; compound-alone response (agonism);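 unitless range of fluorescence divided by baseline over first 100 seconds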
GluA2 TARP mod glutamate slope = second read-out of GluA2 TARP mod, no call of its own (marks repeat the call); glutamate slope, % of max; measured here: glutamate response slope, % max;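 scaled per plate between vehicle wells and maximal 1 mM glutamate control wells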
An asterisk follows results filed as active; i = inactive; + = active, no number. Some of the compounds tested; the hit share may differ from the screen's.

Start of the listing, in advance (4 entries):
CC(=O)Nc1ccc(NC(=O)CN(c2ccc(F)cc2)S(=O)(=O)c2cccnc2)cc1
  GluA2 TARP mod: i | GluA2 TARP mod agonism max-min: 0.11 | GluA2 TARP mod glutamate slope: 43

Cc1nnc(NC(=O)c2ccc(S(=O)(=O)NCC3CCCO3)o2)s1 (stereo not drawn)
  GluA2 TARP mod: i | GluA2 TARP mod agonism max-min: 0.091 | GluA2 TARP mod glutamate slope: 59

Cc1cc(F)ccc1S(=O)(=O)N1CCC(c2cccs2)CC1
  GluA2 TARP mod: i | GluA2 TARP mod agonism max-min: 0.11 | GluA2 TARP mod glutamate slope: 83

Cc1ccc([N+](=O)[O-])cc1NC(=O)C(=O)NCc1ccncc1
  GluA2 TARP mod: i | GluA2 TARP mod agonism max-min: 0.17 | GluA2 TARP mod glutamate slope: 72

The listing, from the first entry:
CC(=O)Nc1ccc(NC(=O)CN(c2ccc(F)cc2)S(=O)(=O)c2cccnc2)cc1
  GluA2 TARP mod: i | GluA2 TARP mod agonism max-min: 0.11 | GluA2 TARP mod glutamate slope: 43

Cc1nnc(NC(=O)c2ccc(S(=O)(=O)NCC3CCCO3)o2)s1 (stereo not drawn)
  GluA2 TARP mod: i | GluA2 TARP mod agonism max-min: 0.091 | GluA2 TARP mod glutamate slope: 59

Cc1cc(F)ccc1S(=O)(=O)N1CCC(c2cccs2)CC1
  GluA2 TARP mod: i | GluA2 TARP mod agonism max-min: 0.11 | GluA2 TARP mod glutamate slope: 83

Cc1ccc([N+](=O)[O-])cc1NC(=O)C(=O)NCc1ccncc1
  GluA2 TARP mod: i | GluA2 TARP mod agonism max-min: 0.17 | GluA2 TARP mod glutamate slope: 72

COc1ccc(-n2c(C)cn3c4c(=O)n(CC(=O)OCc5ccccc5)c(=O)n(C)c4nc23)cc1
  GluA2 TARP mod: i | GluA2 TARP mod agonism max-min: 0.067 | GluA2 TARP mod glutamate slope: 40

CS(=O)(=O)N1CCCC(C(=O)Nc2nc3cc4c(cc3s2)OCCO4)C1 (stereo not drawn)
  GluA2 TARP mod: i | GluA2 TARP mod agonism max-min: 0.094 | GluA2 TARP mod glutamate slope: 41

Cc1cccc(-n2ncc3c2ncn2nc(-c4cccnc4)nc32)c1
  GluA2 TARP mod: i | GluA2 TARP mod agonism max-min: 0.12 | GluA2 TARP mod glutamate slope: 60

COC(=O)c1ccc(C(=O)Nc2ccc3c(c2)N(S(=O)(=O)c2ccc(F)cc2)CCC3)cc1
  GluA2 TARP mod: i | GluA2 TARP mod agonism max-min: 0.11 | GluA2 TARP mod glutamate slope: 55

CN(C)CCNC(=O)C(=O)Nc1cccc([N+](=O)[O-])c1
  GluA2 TARP mod: i | GluA2 TARP mod agonism max-min: 0.072 | GluA2 TARP mod glutamate slope: 55

Cc1ccc(S(=O)(=O)Nc2ccc3nncn3n2)c(C)c1
  GluA2 TARP mod: i | GluA2 TARP mod agonism max-min: 0.074 | GluA2 TARP mod glutamate slope: 52

CC(C)(C)n1nc2c(c1NC(=O)C(=O)NCc1ccccc1)CS(=O)(=O)C2
  GluA2 TARP mod: i | GluA2 TARP mod agonism max-min: 0.045 | GluA2 TARP mod glutamate slope: 102

CNC(=O)C1Cc2ccccc2N1C(=O)c1ccc(S(=O)(=O)N2CCCC2)cc1 (stereo not drawn)
  GluA2 TARP mod: i | GluA2 TARP mod agonism max-min: 0.053 | GluA2 TARP mod glutamate slope: 44

O=S(=O)(c1cnc[nH]1)N1CCNCC1
  GluA2 TARP mod: i | GluA2 TARP mod agonism max-min: 0.031 | GluA2 TARP mod glutamate slope: 41

COc1ccccc1CCNC(=O)Cc1cc(-c2ccc(Cl)cc2)on1
  GluA2 TARP mod: i | GluA2 TARP mod agonism max-min: 0.075 | GluA2 TARP mod glutamate slope: 48

COc1ccc(CCS(=O)(=O)NCC2(c3cccs3)CC2)cc1
  GluA2 TARP mod: i | GluA2 TARP mod agonism max-min: 0.064 | GluA2 TARP mod glutamate slope: 61

CC(C)NC(=O)c1ccc(COc2ccccc2Cl)o1
  GluA2 TARP mod: i | GluA2 TARP mod agonism max-min: 0.098 | GluA2 TARP mod glutamate slope: 58

Cc1nn(C2CCS(=O)(=O)C2)c2nc(-c3ccccc3)cc(C(=O)NCCCN3CCCC3=O)c12 (stereo not drawn)
  GluA2 TARP mod: i | GluA2 TARP mod agonism max-min: 0.083 | GluA2 TARP mod glutamate slope: 58

CCc1nc2sc(C(c3ccc(F)c(F)c3)N3CCCC3)c(O)n2n1 (stereo not drawn)
  GluA2 TARP mod: i | GluA2 TARP mod agonism max-min: 0.081 | GluA2 TARP mod glutamate slope: 58

CC1CNc2ccccc2N(Cc2ccc(Br)cc2)C1=O (stereo not drawn)
  GluA2 TARP mod: i | GluA2 TARP mod agonism max-min: 0.065 | GluA2 TARP mod glutamate slope: 68

NC(=O)Cn1nnn(-c2ccc(NC(=O)NCCCc3ccccc3)cc2)c1=O
  GluA2 TARP mod: i | GluA2 TARP mod agonism max-min: 0.11 | GluA2 TARP mod glutamate slope: 58

COC(=O)C1=C(C)Nc2ncnn2C1c1ccc(C(F)(F)F)cc1 (stereo not drawn)
  GluA2 TARP mod: i | GluA2 TARP mod agonism max-min: 0.13 | GluA2 TARP mod glutamate slope: 57

CC(C)n1ccc(C(=O)N(Cc2ccccn2)c2nc3c(Cl)cccc3s2)n1
  GluA2 TARP mod: + | GluA2 TARP mod agonism max-min: 0.087* | GluA2 TARP mod glutamate slope: 83*

Cc1cccc(CC(=O)Nc2ccc3c(c2)CC(=O)N3)c1
  GluA2 TARP mod: i | GluA2 TARP mod agonism max-min: 0.073 | GluA2 TARP mod glutamate slope: 62

COc1cc(N2CCN(C(=O)c3ccc(Cl)cc3Cl)CC2)nc(OC)n1
  GluA2 TARP mod: i | GluA2 TARP mod agonism max-min: 0.1 | GluA2 TARP mod glutamate slope: 57

COc1ccc(N2CC(C)Cn3c2nc2c3c(=O)n(CC(=O)O)c(=O)n2C)cc1 (stereo not drawn)
  GluA2 TARP mod: i | GluA2 TARP mod agonism max-min: 0.1 | GluA2 TARP mod glutamate slope: 56

CCOc1cc(C)ccc1S(=O)(=O)NC1CC(C)(C)NC(C)(C)C1
  GluA2 TARP mod: i | GluA2 TARP mod agonism max-min: 0.086 | GluA2 TARP mod glutamate slope: 60

Cn1c(=O)[nH]c(=O)c2c1nc(N1CCC(C(N)=O)CC1)n2CCCc1ccccc1
  GluA2 TARP mod: i | GluA2 TARP mod agonism max-min: 0.096 | GluA2 TARP mod glutamate slope: 53

COc1cccc2cc(-c3nnc(NC(=O)C4CCCN(S(C)(=O)=O)C4)o3)oc12 (stereo not drawn)
  GluA2 TARP mod: i | GluA2 TARP mod agonism max-min: 0.1 | GluA2 TARP mod glutamate slope: 50

COc1cccc(S(=O)(=O)Nc2ccc(C(=O)NCCc3ccccc3)cc2)c1
  GluA2 TARP mod: i | GluA2 TARP mod agonism max-min: 0.084 | GluA2 TARP mod glutamate slope: 59

O=C1CC(NS(=O)(=O)c2c(F)cccc2F)CN1C1CC1 (stereo not drawn)
  GluA2 TARP mod: i | GluA2 TARP mod agonism max-min: 0.049 | GluA2 TARP mod glutamate slope: 54

COc1ccc(C)cc1S(=O)(=O)N1CCC2(CC1)C(=O)N(C)C(=O)N2C
  GluA2 TARP mod: i | GluA2 TARP mod agonism max-min: 0.088 | GluA2 TARP mod glutamate slope: 50

COC1CCN(C(=O)Cc2c[nH]c3ccccc23)CC1
  GluA2 TARP mod: i | GluA2 TARP mod agonism max-min: 0.11 | GluA2 TARP mod glutamate slope: 34

CCOc1cc(Cl)c(S(=O)(=O)NCCCN(C)C)cc1Cl
  GluA2 TARP mod: i | GluA2 TARP mod agonism max-min: 0.081 | GluA2 TARP mod glutamate slope: 74

Cc1nc(Nc2ccc(NC(=O)Nc3cccc(F)c3C)cc2)cc(-n2ccnc2)n1
  GluA2 TARP mod: i | GluA2 TARP mod agonism max-min: 0.097 | GluA2 TARP mod glutamate slope: 53

COc1ccc(S(=O)(=O)CCCC(=O)Nc2sccc2C(N)=O)cc1
  GluA2 TARP mod: i | GluA2 TARP mod agonism max-min: 0.1 | GluA2 TARP mod glutamate slope: 51

CCN1CCCc2cc(CCNC(=O)C(=O)Nc3cc(C)cc(C)c3)ccc21
  GluA2 TARP mod: i | GluA2 TARP mod agonism max-min: 0.071 | GluA2 TARP mod glutamate slope: -7

Cc1cnc2c(c1SCc1ccc(Br)cc1)c(=O)n(C)c(=O)n2C
  GluA2 TARP mod: i | GluA2 TARP mod agonism max-min: 0.1 | GluA2 TARP mod glutamate slope: 62

CCc1nnc2ccc(N3CCN(S(=O)(=O)c4ccc(OC)cc4OC)CC3)nn12
  GluA2 TARP mod: i | GluA2 TARP mod agonism max-min: 0.16 | GluA2 TARP mod glutamate slope: 39

O=C(c1cc2cccnc2n(Cc2ccc(F)cc2)c1=O)N(C1CCCCC1)C1CCCCC1
  GluA2 TARP mod: i | GluA2 TARP mod agonism max-min: 0.025 | GluA2 TARP mod glutamate slope: 85

O=C(Nc1ccc(N2CCCCS2(=O)=O)cc1)c1ccc([N+](=O)[O-])cc1
  GluA2 TARP mod: i | GluA2 TARP mod agonism max-min: 0.1 | GluA2 TARP mod glutamate slope: 78

An excerpt of these results, with the structure last.
GluA2 TARP mod,GluA2 TARP mod agonism max-min,GluA2 TARP mod glutamate slope,mol
i,0.071,-7,CCN1CCCc2cc(CCNC(=O)C(=O)Nc3cc(C)cc(C)c3)ccc21
i,0.1,62,Cc1cnc2c(c1SCc1ccc(Br)cc1)c(=O)n(C)c(=O)n2C
i,0.16,39,CCc1nnc2ccc(N3CCN(S(=O)(=O)c4ccc(OC)cc4OC)CC3)nn12

Returning to the listing, repeating the 4 entries before the break.
Cc1cnc2c(c1SCc1ccc(Br)cc1)c(=O)n(C)c(=O)n2C
  GluA2 TARP mod: i | GluA2 TARP mod agonism max-min: 0.1 | GluA2 TARP mod glutamate slope: 62

CCc1nnc2ccc(N3CCN(S(=O)(=O)c4ccc(OC)cc4OC)CC3)nn12
  GluA2 TARP mod: i | GluA2 TARP mod agonism max-min: 0.16 | GluA2 TARP mod glutamate slope: 39

O=C(c1cc2cccnc2n(Cc2ccc(F)cc2)c1=O)N(C1CCCCC1)C1CCCCC1
  GluA2 TARP mod: i | GluA2 TARP mod agonism max-min: 0.025 | GluA2 TARP mod glutamate slope: 85

O=C(Nc1ccc(N2CCCCS2(=O)=O)cc1)c1ccc([N+](=O)[O-])cc1
  GluA2 TARP mod: i | GluA2 TARP mod agonism max-min: 0.1 | GluA2 TARP mod glutamate slope: 78

COc1ccccc1C(=O)Cn1cc(-c2nc(-c3cnccn3)no2)ccc1=O
  GluA2 TARP mod: i | GluA2 TARP mod agonism max-min: 0.13 | GluA2 TARP mod glutamate slope: 54

Nc1cnn(CCN2CCCCC2)c1
  GluA2 TARP mod: i | GluA2 TARP mod agonism max-min: 0.12 | GluA2 TARP mod glutamate slope: 76

COc1ccccc1CNC(=O)C(=O)Nc1c2c(nn1-c1ccccc1)CS(=O)(=O)C2
  GluA2 TARP mod: i | GluA2 TARP mod agonism max-min: 0.088 | GluA2 TARP mod glutamate slope: 46

CCCCCCSC1=C(C#N)C(c2ccccc2)CC(=O)N1 (stereo not drawn)
  GluA2 TARP mod: i | GluA2 TARP mod agonism max-min: 0.043 | GluA2 TARP mod glutamate slope: 50

COc1ccc(CCNC(=O)c2ccco2)cc1OC
  GluA2 TARP mod: i | GluA2 TARP mod agonism max-min: 0.15 | GluA2 TARP mod glutamate slope: 50

COc1cc(COCC2CCN(C(=O)c3ccsc3)CC2)cc(OC)c1
  GluA2 TARP mod: i | GluA2 TARP mod agonism max-min: 0.052 | GluA2 TARP mod glutamate slope: 64

CCCN1C(=O)NC2(CCN(S(=O)(=O)c3ccc(Cl)c(Cl)c3)CC2)C1=O
  GluA2 TARP mod: i | GluA2 TARP mod agonism max-min: 0.11 | GluA2 TARP mod glutamate slope: 35

COCC(C)NC(=O)c1cc(-c2cccs2)nc2c1c(C)nn2C1CCS(=O)(=O)C1 (stereo not drawn)
  GluA2 TARP mod: i | GluA2 TARP mod agonism max-min: 0.1 | GluA2 TARP mod glutamate slope: 67

O=C(Nc1ccc2c(c1)CN(S(=O)(=O)c1ccccc1)CC2)C1(c2ccccc2)CCOCC1
  GluA2 TARP mod: i | GluA2 TARP mod agonism max-min: 0.079 | GluA2 TARP mod glutamate slope: 61

CC(C)C(=O)Nc1ccc(S(=O)(=O)NCc2ccsc2)cc1
  GluA2 TARP mod: i | GluA2 TARP mod agonism max-min: 0.022 | GluA2 TARP mod glutamate slope: 56

COCCNC(=O)NCC(O)Cc1ccccc1 (stereo not drawn)
  GluA2 TARP mod: i | GluA2 TARP mod agonism max-min: 0.16 | GluA2 TARP mod glutamate slope: 78

Cn1c(=O)c2c(SCC(=O)Nc3ccc(OC(F)(F)F)cc3)ccnc2n(C)c1=O
  GluA2 TARP mod: i | GluA2 TARP mod agonism max-min: 0.12 | GluA2 TARP mod glutamate slope: 42

COc1ccc(-c2noc(C3CCN(S(=O)(=O)c4ccc(Cl)cc4)CC3)n2)c(OC)c1
  GluA2 TARP mod: i | GluA2 TARP mod agonism max-min: 0.084 | GluA2 TARP mod glutamate slope: 56

COc1cc(C(=O)N2c3ccccc3NC3=C(C(=O)CC(C)(C)C3)C2c2ccc(Cl)cc2)cc(OC)c1OC (stereo not drawn)
  GluA2 TARP mod: i | GluA2 TARP mod agonism max-min: 0.082 | GluA2 TARP mod glutamate slope: 43

Cc1onc(-c2ccccc2Cl)c1C(=O)Nn1cnc2c(cnn2C(C)(C)C)c1=O
  GluA2 TARP mod: i | GluA2 TARP mod agonism max-min: 0.058 | GluA2 TARP mod glutamate slope: 36

COc1ccc(OCC(O)CNc2ccc(C)cc2)cc1 (stereo not drawn)
  GluA2 TARP mod: i | GluA2 TARP mod agonism max-min: 0.14 | GluA2 TARP mod glutamate slope: 65

Cc1ccc(S(=O)(=O)c2[nH]c(-c3ccccc3)nc2SCC(=O)N2CCOCC2)cc1
  GluA2 TARP mod: i | GluA2 TARP mod agonism max-min: 0.067 | GluA2 TARP mod glutamate slope: 49

Screens: PubChem, Vanderbilt High Throughput Screening Facility
